High-throughput results from PubChem.
PI5P4Ka inh = qHTS for Inhibitors of phosphatidylinositol 5-phosphate 4-kinase (PI5P4K); Phosphatidylinositol 5-phosphate 4-kinase type-2 alpha (Homo sapiens), P48426; PI5P4Kalpha enzyme, ADP-Glo luminescence, 60 min; active compounds read low; max response, %; hit rate 1.2% among 330,000; AID 652105, 2013; active means max response of -50% or lower; inconclusive means between -30% and -50%; inactive means -30% or higher; further: value at the top dose of about 77 µM; on the % scale 0 is the no-effect control and ±100 the full control effect
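Enzyme plus substrate dispensed, test compounds pinned in, then ATP (5 microM final) added. After 60 min at RT, ADP-Glo reagent 1 for 45 min and reagent 2 for 30 min preceded luminescence imaging.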
EPAC1 ag = qHTS for Agonist of cAMP-regulated guanine nucleotide exchange factor 3 (EPAC1): primary screen | AID 720707, 2013 | Rap guanine nucleotide exchange factor 3 (Homo sapiens), O95398 | hit rate 0.073% among 360,000 | EPAC1 agonist qHTS, biochemical assay; response scale: 100% = response to 6.5 mM cAMP | Potency, µM (top dose mostly 154 µM), inactives show top-dose activation, actives largely listed as activators; further: potency means the concentration at half of the fitted maximal effect; nearly all actives have a fitted effect of over 60% in size
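Fluorescent GDP-exchange assay: 100 nM EPAC1 with 250 nM Rap1B preloaded with BODIPY-GDP and 50 uM GDP; compounds tested as concentration series, 5 min at room temperature, then read every 5 min for 30 min (ex 480/em 540 nm); normalized to 6.5 mM cAMP.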
CCT modulator = High-Throughput Screening for Modulators of Cytosolic Chaperonin Activity. hit rate 0.3% among 360,000. activity change, % (concentration not given with the values), hits read low. purified chaperonin ATPase assay, HTRF ADP detection, 30 min; in the data active means activity change below about -30%; further: on the % scale 0 is the no-effect control and ±100 the full control effect
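TRiC at 40 or 20 nM final (batch-dependent) in 30 mM Tris pH 7.4, 100 mM KCl, 5 mM MgCl2, 1 mM DTT, with compound at single 76 uM and 10 uM ATP, 30 min at 37 deg C. ADP detected by HTRF Transcreener, 665/615 ratio.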
EPAC2 agonist = qHTS for Agonist of cAMP-regulated guanine nucleotide exchange factor 4 (EPAC2): primary screen; Potency, µM (titrated, usually from 154 µM), without a hit: at the highest dose activation, usual class: activators; EPAC2 activation, biochemical qHTS; response scale: 100% = 6.5 mM cAMP response; Rap guanine nucleotide exchange factor 4 (Homo sapiens), Q8WZA2; hit rate 0.079% among 360,000; further: potency means the concentration at half of the fitted maximal effect; nearly all actives have a fitted effect of over 50% in size
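Exchange assay: 100 nM EPAC2 with 250 nM Rap1B-BODIPY-GDP and 50 uM GDP. Fluorescence (ex 480/em 540 nm) read every 5 min for 30 min at room temperature. Data normalized to 6.5 mM cAMP as agonist control.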
EPAC1 antag = qHTS for Antagonist of cAMP-regulated guanine nucleotide exchange factor 3 (EPAC1): primary screen; Potency, µM (titrated, usually from 115 µM), for inactives: at the highest dose activity change, negative = inhibition, most hits filed as inhibitors; hit rate 0.14% among 360,000; Rap guanine nucleotide exchange factor 3 (Homo sapiens), O95398; AID 720709, 2013; EPAC1 GEF assay, Rap1b-BODIPY-GDP exchange fluorescence;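 further: potency means the concentration at half of the fitted maximal effect; plate controls were vehicle for no effect and positive control for full effect; nearly all actives have a fitted effect of over 50% in size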
IL2 activator = qHTS of IL-2 Activators. activation, % (series mostly up to about 46 µM). hit rate 0.065% among 360,000. IL-2 activation reporter assay, cell-based qHTS; stimulated with anti-CD3/CD4/CD28 beads; in transgenic mouse T cells; in the data active means activation above about 50%; inconclusive means mostly about 30% to 49%; further: 0% is about no effect
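Readout: EGFP and DsRed signals by fluorescent plate cytometry. Unstimulated transgenic mouse T cells received compound 60 min before antibody-bead stimulation, then incubated 18 h at 37 degrees C.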
WRN inhibitor = qHTS for Inhibitors of WRN Helicase. Potency, µM (titrated, usually from 114 µM), for the others: at the top dose activity change, negative = inhibition, hits mostly inhibitors. AID 651768, 2012. WRN helicase unwinding, fluorescent forked duplex, kinetic. hit rate 0.46% among 360,000. Bifunctional 3'-5' exonuclease/ATP-dependent helicase WRN (Homo sapiens), Q14191; further: potency means the concentration at half of the fitted maximal effect; on the % scale 0 is the no-effect control and ±100 the full control effect; nearly all actives have a fitted effect of over 55% in size
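WRN at 20 nM final was preincubated with compound for 15 min at room temperature; reaction started with 100 nM forked duplex oligonucleotide carrying fluorophore and quencher plus 2 mM ATP (final). Unwinding followed kinetically by red fluorescence (ex 525/em 598 nm).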
PLK1 PBD inh = qHTS for Inhibitors of PLK1-PDB (polo-like kinase 1 - polo-box domain): Primary Screen; Serine/threonine-protein kinase PLK1 (Homo sapiens), P53350; Plk1 PBD binding of FITC phosphopeptide, fluorescence polarization; Potency, µM, without a hit: max response, negative = inhibition, usual class: inhibitors; hit rate 2.8% among 360,000; further: potency means the concentration at half of the fitted maximal effect; series mostly up to about 57 µM; on the % scale 0 is the no-effect control and ±100 the full control effect; nearly all actives have a fitted effect of over 65% in size
Active calls of the source: *; [ ] = dose if it differs, or a comment. Unless noted, the call rests on the fitted dose curve; in most records, active means well fitted curve in the direction sought with a large enough effect; inconclusive means small, poorly fitted or top-dose-only effect, or another doubt; inactive means no such curve, though single readings can be large; an effect the other way counts as inactive or inconclusive.

Screening Cc1nc(SCC(=O)c2ccccc2)c(C#N)c(-c2ccco2)c1C(=O)NCc1ccco1 returned PI5P4Ka inh inconclusive, EPAC1 ag 7%, CCT modulator 0.8, EPAC2 agonist 12%, EPAC1 antag -7%, IL2 activator 0.8, WRN inhibitor inconclusive and PLK1 PBD inh inconclusive.
`Nc1ccnn1Cc1ccncc1` gave PI5P4Ka inh 1, EPAC1 ag 7%, CCT modulator 0.8, EPAC2 agonist 3%, EPAC1 antag 10%, IL2 activator 2.1, WRN inhibitor -1% and PLK1 PBD inh -11%.
`CCN(CC)C(=O)c1c(C)nc2ccccn12` gave PI5P4Ka inh -5, EPAC1 ag 7%, CCT modulator 0.8, EPAC2 agonist 5%, EPAC1 antag 3%, IL2 activator -0.4, WRN inhibitor -5% and PLK1 PBD inh -4%.
For CCOc1cc(/C=N/NC(=O)c2ccncc2)ccc1OC(=O)c1ccco1 the results were PI5P4Ka inh -10, EPAC1 ag -17%, CCT modulator 0.3, EPAC2 agonist 3%, EPAC1 antag -19%, IL2 activator -1.0, WRN inhibitor -3% and PLK1 PBD inh -8%.
`Cc1cc(Cl)ccc1OCC(=O)NCc1ccncc1` gave EPAC1 ag 5%, CCT modulator -4.6, EPAC2 agonist 7%, EPAC1 antag 19%, IL2 activator 0.4, WRN inhibitor -3% and PLK1 PBD inh -6%.
COC(=O)c1cccc(NC(=O)c2ccccc2)c1 was read as PI5P4Ka inh 4, EPAC1 ag -1%, CCT modulator -0.4, EPAC2 agonist 11%, EPAC1 antag 2%, IL2 activator 3.9, WRN inhibitor -6% and PLK1 PBD inh 1%.
`COCCCNC(=O)Cc1c(C)c2c(cc(C)c3c(C(C)(C)C)coc32)oc1=O` gave PI5P4Ka inh 12, EPAC1 ag 4%, CCT modulator -1.6, EPAC2 agonist 22%, EPAC1 antag -22%, IL2 activator -3.1, WRN inhibitor -1% and PLK1 PBD inh -2%.
For CCOC(=O)Cn1ccc(O)c(Cc2ccc(Cl)cc2Cl)c1=O the results were PI5P4Ka inh 1, EPAC1 ag 9%, CCT modulator 0.9, EPAC2 agonist -4%, EPAC1 antag 5%, IL2 activator -1.7, WRN inhibitor -13%[57.1 µM] and PLK1 PBD inh -3%.
O=C(COC(=O)c1cc([N+](=O)[O-])ccc1N1CCOCC1)c1ccccc1Cl was read as PI5P4Ka inh -13, EPAC1 ag 6%, CCT modulator 1.3, EPAC2 agonist 17%, EPAC1 antag -27%, IL2 activator -3.9, WRN inhibitor 5% and PLK1 PBD inh -13%.
`O=C(Nc1ccccc1N1CCOCC1)c1csc2c1CCCC2` gave PI5P4Ka inh 7, EPAC1 ag 23%, CCT modulator 0.0, EPAC2 agonist 8%, EPAC1 antag 8%, IL2 activator -2.2, WRN inhibitor -3% and PLK1 PBD inh -11%.
O=C(/C=C/c1ccc(F)cc1)c1ccc(N2CCOCC2)cc1 was read as PI5P4Ka inh 9, EPAC1 ag 11%, CCT modulator -1.4, EPAC2 agonist 1%, EPAC1 antag -15%, IL2 activator -2.2, WRN inhibitor -2% and PLK1 PBD inh -12%.
`CCOC(=O)C1(C)CCN1C(=O)c1cccc2ccccc12` (centres undefined) gave PI5P4Ka inh -5, EPAC1 ag 2%, CCT modulator 0.4, EPAC2 agonist 10%, EPAC1 antag -9%, IL2 activator -0.6, WRN inhibitor -2% and PLK1 PBD inh -12%.
COc1ccc(Cc2nnc(NC(=O)Nc3ccc(F)cc3)s2)cc1 was read as PI5P4Ka inh -3, EPAC1 ag 0%, CCT modulator 1.4, EPAC2 agonist 2%, EPAC1 antag -2%, IL2 activator 0.5, WRN inhibitor -11% and PLK1 PBD inh -4%.
Screening O=C(N=Nc1c(O)[nH]c2ccc(F)cc12)C1COc2ccccc2O1 (centres undefined) returned PI5P4Ka inh -15, EPAC1 ag -4%, CCT modulator 0.3, EPAC2 agonist 3%, EPAC1 antag -4%, IL2 activator -2.6, WRN inhibitor -3% and PLK1 PBD inh 27µM*.
For COc1cc2ccccc2cc1C(=O)Nc1ccc(C)cn1 the results were PI5P4Ka inh 2, EPAC1 ag 4%, CCT modulator -0.8, EPAC2 agonist 3%, EPAC1 antag 13%, IL2 activator -4.1, WRN inhibitor 7% and PLK1 PBD inh -4%.
CC(=O)Nc1ccc(NS(=O)(=O)c2cn(C)c(=O)n(C)c2=O)cc1 was read as PI5P4Ka inh 7, EPAC1 ag 5%, CCT modulator -2.4, EPAC2 agonist 12%, EPAC1 antag inconclusive, IL2 activator -2.5, WRN inhibitor -1% and PLK1 PBD inh -18%.
`Cc1ccc2c(COC(=O)CNC(=O)c3ccccc3)cc(=O)oc2c1` gave PI5P4Ka inh 4, EPAC1 ag 0%, CCT modulator 1.3, EPAC2 agonist 6%, EPAC1 antag 18%, IL2 activator -2.0, WRN inhibitor 2% and PLK1 PBD inh 6%.
`CC(C)(C)OC(=O)N1CCC(C(=O)N[C@H](Cc2ccccc2)C(=O)O)CC1` gave PI5P4Ka inh -4, EPAC1 ag 10%, CCT modulator 0.9, EPAC2 agonist 9%, EPAC1 antag 13%, IL2 activator -0.8, WRN inhibitor 2% and PLK1 PBD inh 1%.
O=C(NNc1cccc(Cl)n1)Nc1cccc(C(F)(F)F)c1 was read as PI5P4Ka inh -1, EPAC1 ag -3%, CCT modulator 0.3, EPAC2 agonist 0%, EPAC1 antag 11%, IL2 activator 0.2, WRN inhibitor -13% and PLK1 PBD inh -6%.
Screening CCN(CC)CCN1C2=C(C(=O)CC(C)(C)C2)C(c2cccc(F)c2)C2=C1CC(C)(C)CC2=O returned PI5P4Ka inh 2, EPAC1 ag 3%, CCT modulator -1.8, EPAC2 agonist 4%, EPAC1 antag 1%, IL2 activator -2.4, WRN inhibitor -13% and PLK1 PBD inh -15%.
Screening COCc1[nH]nc2c1C(c1ccccc1F)C(C#N)=C(N)O2 (centres undefined) returned PI5P4Ka inh -5, EPAC1 ag 14%, CCT modulator 1.7, EPAC2 agonist 8%, EPAC1 antag 5%, IL2 activator -0.5, WRN inhibitor -10% and PLK1 PBD inh -19%.
Screening COC(=O)c1cccc(NC(=O)Cn2cnc3c2c(=O)n(C)c(=O)n3C)c1 returned EPAC1 ag 7%, CCT modulator -0.3, EPAC2 agonist 2%, EPAC1 antag 3%, IL2 activator -2.2, WRN inhibitor 2% and PLK1 PBD inh -3%.
For COc1ccc(N2C(=O)CCC(C(=O)N3CCCCCC3)C2c2ccc(OC)c(OC)c2)cc1 (centres undefined) the results were PI5P4Ka inh 4, EPAC1 ag 8%, CCT modulator -1.2, EPAC2 agonist -5%, EPAC1 antag -12%, IL2 activator -1.0, WRN inhibitor 1% and PLK1 PBD inh -6%.
For CCOC(=O)c1c(C)n(C)c2cc(Br)c(OC)cc12 the results were PI5P4Ka inh 10, EPAC1 ag 1%, CCT modulator 0.9, EPAC2 agonist -11%, EPAC1 antag 6%, IL2 activator -0.4, WRN inhibitor -11% and PLK1 PBD inh 0%.
`O=C(O)c1ccccc1C(=O)OCCCc1ccncc1` gave PI5P4Ka inh 7, EPAC1 ag 2%, CCT modulator -1.6, EPAC2 agonist 1%, EPAC1 antag 3%, IL2 activator 0.0, WRN inhibitor 7% and PLK1 PBD inh -5%.
`Cn1c(=O)n(C)c2cc([N+](=O)[O-])c(N3CCN(S(=O)(=O)c4ccccc4)CC3)cc21` gave PI5P4Ka inh 4, EPAC1 ag 11%, CCT modulator -0.5, EPAC2 agonist 13%, EPAC1 antag -17%, IL2 activator -0.2, WRN inhibitor 1% and PLK1 PBD inh -5%.
Screening Cc1[nH]n(-c2ccccc2)c(=O)c1CCOC(=O)c1ccc(C(F)(F)F)cc1 returned PI5P4Ka inh 18, EPAC1 ag -9%, CCT modulator -2.1, EPAC2 agonist -13%, EPAC1 antag inconclusive, IL2 activator -1.2, WRN inhibitor -12% and PLK1 PBD inh -4%.
Screening CN(C)c1cccc2c1c(NC(=O)c1ccc(F)cc1)nn2C returned PI5P4Ka inh 7, EPAC1 ag 14%, CCT modulator -3.2, EPAC2 agonist 2%, EPAC1 antag -15%, IL2 activator 0.1, WRN inhibitor 12% and PLK1 PBD inh 0%.
For CCOC(=O)C(=O)N(C)c1c(CC)nc2c(OCc3cccc(Cl)c3)cccn12 the results were PI5P4Ka inh -2, EPAC1 ag 9%, CCT modulator 2.4, EPAC2 agonist 10%, EPAC1 antag 25%, IL2 activator -0.4, WRN inhibitor 0% and PLK1 PBD inh -8%.
`CCC(NC(C)C)C(O)c1ccc(O)c(O)c1` (centres undefined) gave PI5P4Ka inh -3, EPAC1 ag 6%, CCT modulator 0.7, EPAC2 agonist -3%, EPAC1 antag -2%, IL2 activator 0.1 and PLK1 PBD inh -12%.
Cn1cc(C=O)c(-c2ccc3c(c2)OCCCO3)n1 was read as PI5P4Ka inh 7, EPAC1 ag -8%, CCT modulator -0.3, EPAC2 agonist 13%, EPAC1 antag -12%, IL2 activator -0.7, WRN inhibitor 2% and PLK1 PBD inh -16%.
COCCCNC(=O)c1cc(-c2cccnc2)nc2ccccc12 was read as PI5P4Ka inh -3, EPAC1 ag -5%, CCT modulator 1.6, EPAC2 agonist -2%, EPAC1 antag 0%, IL2 activator -0.2, WRN inhibitor -11% and PLK1 PBD inh 0%.
CCOc1ccc(NS(=O)(=O)c2ccc(C(=O)NCCN3CCOCC3)cc2)cc1 was read as PI5P4Ka inh 9, EPAC1 ag 4%, CCT modulator -1.7, EPAC2 agonist -5%, EPAC1 antag -1%, IL2 activator 3.4, WRN inhibitor 1% and PLK1 PBD inh -5%.

Only part of the results is shown; count on the stated rates, not on these rows.
